# Screening results (PubChem)
# Akt phos inh: HTS Assay for Inhibitors of Akt Phophorylation: Primary Screen | Neuro2A IGF-stimulated pAkt S473 HTRF, 20 min; stronger effect = lower value | activity change, % for hits at 50 µM | 360,000 tested, 0.32% active; in the data active means activity change below about -80%; inconclusive means mostly about -51% to -80%; further: on the % scale 0 is the no-effect control and ±100 the full control effect
#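 Single-point screen (50 µM final compound) in Neuro2A cells stimulated 20 min with 6 nM IGF at 37 deg C. After lysis, Ser473-phosphorylated Akt read by HTRF (ex 330 nm, em 615/665 nm) as the 665/615 ratio.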
# EPAC2 agonist: qHTS for Agonist of cAMP-regulated guanine nucleotide exchange factor 4 (EPAC2): primary screen | EPAC2 activation, biochemical qHTS; response scale: 100% = 6.5 mM cAMP response | Potency, µM (series often up to 154 µM), for the others: at the top dose activation, most hits filed as activators | 360,000 tested, 0.079% active | AID 720711, 2013; further: potency means the concentration at half of the fitted maximal effect; nearly all actives have a fitted effect of over 50% in size
#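 In this primary screen, activation is scored as increased exchange of BODIPY-GDP from Rap1B by 100 nM EPAC2, with 50 uM GDP as competitor. Signal is normalized to the 6.5 mM cAMP agonist control.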
# PTHR1 agonist: qHTS for PTHR1 Agonists: Primary Screen. Parathyroid hormone/parathyroid hormone-related peptide receptor (Homo sapiens), Q03431. AID 743266, 2014. 410,000 tested, 0.075% active. Potency, µM (highest dose often 115 µM), for the others: top-dose activation, actives largely listed as activators. HEK293 GP2 PTHR1 cells, GloSensor cAMP luminescence, 1 h; further: potency means the concentration at half of the fitted maximal effect; nearly all actives have a fitted effect of over 55% in size; some results filed as inactive show a strong effect at the top dose; inactives centre near -15; many of its hits are not listed in these tables
# Target sequence (Q03431 whole entry, looked up): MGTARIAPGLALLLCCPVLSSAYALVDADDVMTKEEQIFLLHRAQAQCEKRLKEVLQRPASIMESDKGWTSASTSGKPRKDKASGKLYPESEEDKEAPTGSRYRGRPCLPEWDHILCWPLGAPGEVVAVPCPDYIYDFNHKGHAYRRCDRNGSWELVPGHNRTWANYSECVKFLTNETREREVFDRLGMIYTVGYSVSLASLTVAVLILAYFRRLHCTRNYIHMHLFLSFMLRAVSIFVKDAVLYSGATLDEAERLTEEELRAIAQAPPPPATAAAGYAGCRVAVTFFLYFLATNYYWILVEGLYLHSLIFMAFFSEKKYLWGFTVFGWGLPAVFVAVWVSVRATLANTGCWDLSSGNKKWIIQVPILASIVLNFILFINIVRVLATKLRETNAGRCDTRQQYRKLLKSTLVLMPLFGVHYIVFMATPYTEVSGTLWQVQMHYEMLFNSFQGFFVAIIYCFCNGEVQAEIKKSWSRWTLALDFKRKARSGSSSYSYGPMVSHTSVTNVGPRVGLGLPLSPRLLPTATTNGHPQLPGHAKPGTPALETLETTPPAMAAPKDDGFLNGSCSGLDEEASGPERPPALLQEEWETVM
#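 HEK-293-derived GP2 cells expressing PTHR1 and a GloSensor cAMP reporter, 3,000/well, plated overnight, given luciferin plus IBMX (each 0.5 mM as added) for 1 h at 37 °C, then compound for 1 h at 37 °C. Luminescence was read after 15 min at room temperature.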
# MmCpn inh: Inhibitors of TCP-1 ring complex (TRiC) of Methanococcus maripaludis (MmCpn): qHTS. Chaperonin Mm-Cpn (Methanococcus maripaludis). purified Mm-Cpn ATPase, ADP Transcreener TR-FRET. Potency, µM (top dose mostly 76.9 µM), inactives show at the highest dose activity, negative = inhibition, actives largely listed as inhibitors. 330,000 tested, 0.031% active; further: potency means the concentration at half of the fitted maximal effect; on the % scale 0 is the no-effect control and ±100 the full control effect; nearly all actives have a fitted effect of over 80% in size
#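 Reaction buffer contained 30 mM Tris pH 7.4, 100 mM KCl, 5 mM MgCl2 and 1 mM DTT. Mm-CPN (25 nM final) hydrolysed 10 uM ATP over 30 min at 37°C; ADP was read by HTRF.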
# DRD3 agonist: qHTS of D3 Dopamine Receptor Agonist: qHTS. D(3) dopamine receptor (Homo sapiens), P35462. D3R DiscoveRx beta-arrestin cells, luminescence, 90 min. max activation, %. 410,000 tested, 0.58% active; in the data active means max activation above about 30%; further: 0% is about no effect; mostly tested at two doses, the higher about 12 µM
# Target sequence (P35462 whole entry, looked up): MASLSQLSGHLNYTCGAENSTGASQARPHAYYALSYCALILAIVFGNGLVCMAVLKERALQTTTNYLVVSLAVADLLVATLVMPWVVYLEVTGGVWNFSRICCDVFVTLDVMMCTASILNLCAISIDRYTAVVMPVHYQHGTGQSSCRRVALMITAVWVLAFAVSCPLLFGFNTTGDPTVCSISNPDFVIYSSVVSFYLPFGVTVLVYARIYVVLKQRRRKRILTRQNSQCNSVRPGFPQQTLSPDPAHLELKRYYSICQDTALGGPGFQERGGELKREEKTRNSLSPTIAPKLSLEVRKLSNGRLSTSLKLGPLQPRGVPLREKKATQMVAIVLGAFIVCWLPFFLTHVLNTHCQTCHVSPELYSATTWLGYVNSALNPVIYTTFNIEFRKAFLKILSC
#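 Cells at 1500/well, incubated overnight, then treated with pinned compounds (dopamine as control) for 90 min at 37 degrees C. DiscoveRx reagent added for 30 - 60 minutes at room temperature; luminescence read.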
# CCT modulator: High-Throughput Screening for Modulators of Cytosolic Chaperonin Activity; purified chaperonin ATPase assay, HTRF ADP detection, 30 min; activity change, % (no concentration beside the values), hits read low; 360,000 tested, 0.3% active; in the data active means activity change below about -30%; further: on the % scale 0 is the no-effect control and ±100 the full control effect
#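 Enzyme 40 or 20 nM (batch-dependent) in Tris pH 7.4/KCl/MgCl2/DTT; cpd 76 uM single point; ATP 10 uM; 30 min 37 °C; Transcreener ADP HTRF detection, 30 min RT; ratio 665/615.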
# D3 antag: qHTS of D3 Dopamine Receptor Antagonist: qHTS; D3R cells, DiscoveRx beta-arrestin luminescence, antagonist mode; stronger effect = lower value; max response, negative = inhibition, %; 360,000 tested, 2.5% active; AID 652054, 2013; in the data active means max response below about -50%; inconclusive means no clear call, values can overlap the other calls; further: on the % scale 0 is the no-effect control and ±100 the full control effect; mostly tested at two doses, the higher about 12 µM
#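 Cells plated overnight at 1500 cells/well, then exposed to library compounds with dopamine controls for 90 minutes at 37 degrees C. DiscoveRx reagent added for 30–60 minutes at room temperature; luminescence read, quantitative HTS format.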
# EPAC2 antag: qHTS for Antagonist of cAMP-regulated guanine nucleotide exchange factor 2 (EPAC2): primary screen; Potency, µM (highest dose often 114 µM), inactives show top-dose activity, negative = inhibition, usual class: inhibitors; 360,000 tested, 0.18% active; EPAC2 GEF exchange of Rap1B-BODIPY-GDP, fluorescence; AID 720708, 2013; further: potency means the concentration at half of the fitted maximal effect; on the % scale 0 is the no-effect control and ±100 the full control effect; nearly all actives have a fitted effect of over 45% in size; many of its hits are not listed in these tables
# Numbers without * were called inactive; i = inactive; ? = inconclusive; . = not tested or not shown; [ ] = dose if it differs, or a comment. Unless noted, the call rests on the fitted dose curve; in most records, active means well fitted curve in the direction sought with a large enough effect; inconclusive means small, poorly fitted or top-dose-only effect, or another doubt; inactive means no such curve, though single readings can be large; an effect the other way counts as inactive or inconclusive. The list is partial; count on the stated rates, not on these rows.
SMILES,PTHR1 agonist,D3 antag,MmCpn inh,Akt phos inh,DRD3 agonist,EPAC2 antag,EPAC2 agonist,CCT modulator
COc1cccc2sc(N3CCN(C(=O)c4cccs4)CC3)nc12,i,-7,0%,i,-3,7%,12%,1.5
COc1ccc(S(=O)(=O)NC2CCCCC2)cc1C,0%[57.5 µM],?,?,i,-3,-23%,15%,-2.0
O=C(O)C(Cc1ccccc1)N1C(=O)/C(=C/c2cccnc2)SC1=S (stereo not drawn),i,6,0%,i,11,?,2%,-0.2
COc1ccccc1N1CCN(C(=O)CSc2nnc3n2C(C)(C)Cc2ccccc2-3)CC1,-39%[inhibitor],43,1%,i,-7,8%,9%,0.1
COc1ccc(OC)c(Nc2nc(-c3c(C)nc4ncccn34)cs2)c1,-5%,31,-1%,i,9,-17%,6%,-1.5
COCCn1nnnc1CN1C2CCCC1CC(NC(C)=O)C2 (stereo not drawn),i,14,-1%,i,-4,-1%,3%,-1.8
C=CCNC(=O)NC(=O)COC(=O)c1nc2nccc(C)n2n1,i,-12,1%,i,5,7%,-1%,-1.3
CC(=O)NCCc1cc2ccc(C)c(C)c2[nH]c1=O,i,21,-1%,i,4,3%,-3%,-3.2
O=C(CSc1nncs1)Nc1cc(S(=O)(=O)N2CCOCC2)ccc1N1CCCC1,-19%,0,-1%,i,-6,9%,12%,-0.4
COc1cc2ccccc2cc1C(=O)Nc1ccc(CN2CCOCC2)cc1,i,6,1%,i,4,0%,3%,-1.6
Cc1cc2oc(=O)sc2cc1NS(=O)(=O)c1cccc2cccnc12,-61%,5,-2%,i,17,0%,10%,-0.8
FC(F)Sc1ccc(NC(=S)NC2CCC(NC(=S)Nc3ccc(SC(F)F)cc3)CC2)cc1 (stereo not drawn),i,-25,2%,i,-1,3%,-8%,-0.2
COc1ccc(N=C2c3ccccc3-c3ccc([N+](=O)[O-])cc32)cc1,-4%,1,.,i,-4,-10%,13%,-1.7
CC(=O)N/C(=C\c1ccccc1)C(=O)OCc1ccc(F)cc1,-4%,-1,-1%,i,-1,-3%,8%,1.0
O=C(NCCO)c1cc2c([nH]c3ccccc32)c(-c2ccccc2)n1,-20%,0,1%,i,-7,6%,1%,1.0
CCc1nn(C(C)C(=O)NC(C)CCc2ccco2)c(=O)c2cc3occc3n12 (stereo not drawn),-12%[57.5 µM],12,0%,i,-13,13%,12%,-2.0
COc1cc(C(=O)N/C(=C\c2cn(C)c3ccccc23)C(=O)NCCCO)cc(OC)c1OC,28%,-7,-1%[15.4 µM],i,2,-5%,4%,0.9
CCCN(C(=O)c1nc2nccc(C)n2n1)c1c(N)n(Cc2ccccc2)c(=O)[nH]c1=O,9%,-3,0%,i,-1,0%,7%,-0.3
COc1cccc(NC(C)C(=O)Nc2cc([N+](=O)[O-])ccc2Cl)c1 (stereo not drawn),-28%,-4,-1%,i,6,-6%,17%,-1.4
O=C(c1ccco1)N1CCN(C(=O)C2CCN(S(=O)(=O)Cc3ccccc3)CC2)CC1,-1%[57.5 µM],-3,-9%,i,12,17%,6%,3.2
c1cncc(C2SCCCS2)c1,i,-18,.,i,-6,1%,2%,0.2
Cc1ccc(S(=O)(=O)N(C)CC(=O)N2CCCCCCC2)cc1,-18%,10,2%,i,6,0%,5%,-0.2
COc1ccc(N2CCSC2C(=O)NN)cc1 (stereo not drawn),i,-13,0%,i,4,12%,7%,0.8
Cn1c(/C(C#N)=C(\O)CN2CCN(Cc3ccccc3)CC2)nc2ccccc21,0%[57.5 µM],0,0%,i,-13,19%,7%,2.5
COc1ccc(NC(=O)CN2C(=O)NC3(CCCC3)C2=O)cc1,i,-11,0%,i,4,2%,12%,-3.3
COc1ccc(CC(N)c2csc(NC(=O)c3ccc(F)cc3)n2)cc1 (stereo not drawn),-33%[inhibitor],24,.,i,4,-1%,6%,1.4
Cc1noc(C)c1S(=O)(=O)N(C)C[C@H]1OCc2cnnn2CCCC(=O)N([C@@H](C)CO)C[C@H]1C,-21%,-24,.,i,-8,-6%,14%,-3.1
CCOC(=O)C1=C(c2ccccc2)NC(SCC(=O)NC2CCCCC2)=C(C#N)C1c1ccco1 (stereo not drawn),i,?,-12%,i,-5,-8%,2%,-2.9
COc1cccc2c1C(CCCC(=O)O)CCC2 (stereo not drawn),-9%,10,.,i,-2,?,9%,-0.9
O=C(COC(=O)c1c[nH]c2ccccc12)NC1CCCC1,-4%,-5,1%,i,0,0%,6%,1.2

# In the list so far, these contain a cyano group.
SMILES,PTHR1 agonist,D3 antag,MmCpn inh,Akt phos inh,DRD3 agonist,EPAC2 antag,EPAC2 agonist,CCT modulator
Cn1c(/C(C#N)=C(\O)CN2CCN(Cc3ccccc3)CC2)nc2ccccc21,0%[57.5 µM],0,0%,i,-13,19%,7%,2.5
CCOC(=O)C1=C(c2ccccc2)NC(SCC(=O)NC2CCCCC2)=C(C#N)C1c1ccco1 (stereo not drawn),i,?,-12%,i,-5,-8%,2%,-2.9

# Back to the main list, repeating the 2 entries before the break.
SMILES,PTHR1 agonist,D3 antag,MmCpn inh,Akt phos inh,DRD3 agonist,EPAC2 antag,EPAC2 agonist,CCT modulator
COc1cccc2c1C(CCCC(=O)O)CCC2 (stereo not drawn),-9%,10,.,i,-2,?,9%,-0.9
O=C(COC(=O)c1c[nH]c2ccccc12)NC1CCCC1,-4%,-5,1%,i,0,0%,6%,1.2
O=C(c1cccnc1)C1Cc2ccccc2C1=O (stereo not drawn),i,-16,-1%,i,-2,-11%,-6%,-0.1
O=C(c1ccccc1)N1CCN(C(=O)c2cccnc2)CC1,-19%,-8,2%,i,1,4%,15%,-0.3
Cc1c(OCC(=O)N2CCC(C(=O)NCCCC(=O)O)CC2)ccc2c1oc(=O)c1ccccc12,i,-9,-5%,.,0,-2%,5%,-2.2
Cc1ccc(C)c(N2CCN(CCN3CCCCC3)CC2)c1,i,-7,-1%,i,-17,0%,1%,0.6
C=CC[n+]1c(-c2ccc(Cl)cc2Cl)csc1Nc1c(C)n(C)n(-c2ccccc2)c1=O,-44%[inhibitor],-81*,-2%,i,-27,-26%,12%,-1.1
Cc1nc2ccc(C(=O)N3CCN(c4ccccn4)CC3)cc2s1,-15%[57.5 µM],6,0%,i,-7,-5%,10%,0.3
O=C(CN1c2cccc3cccc(c23)S1(=O)=O)Nc1ccc(F)c(F)c1F,-21%,14,1%,i,-2,3%,-8%,0.3
CCCOc1ccccc1C(=O)N(Cc1ccc(C)o1)C1CCS(=O)(=O)C1 (stereo not drawn),i,7,-4%,i,-2,-14%,3%,0.6
COc1ccc(-c2csc(NC(=O)CN3C(=O)CCC3=O)n2)cc1OC,-25%,3,1%,i,4,-2%,-4%,-0.8
O=C(NC1CCS(=O)(=O)C1)N1CCCCC1 (stereo not drawn),-21%[57.5 µM],-10,-2%,i,-5,13%,10%,0.3
COc1cc(C(=O)NNc2nc3cc4c(cc3s2)OCO4)cc(OC)c1OC,i,0,0%,i,10,0%,-6%,-0.4
O=C(O)c1ccc(O)c2ncccc12,-15%,.,-2%,.,.,6%,9%,.
CC(C)=NOC(=O)c1ccc(-c2ccccc2)cc1,i,15,2%,i,10,9%,-1%,-3.8
CC(=O)/C=C(\C)Nc1ccccc1O,i,9,-6%,i,0,-9%,1%,0.1
CCN(CC)C(=O)c1cn(CCC#N)nc1-c1ccc(F)cc1,3%,1,1%,i,0,27%,6%,0.3
Cc1sc2ncnc(Sc3nnnn3-c3ccccc3)c2c1C,-5%[57.5 µM],10,0%,i,-9,3%,9%,2.9
CCc1ccc(-c2csc3ncn(CC)c(=O)c23)cc1,i,-7,0%,i,0,3%,6%,-1.4
c1ccc(-c2ccc(-c3ccccn3)s2)nc1,-30%,-23,-10%,i,15,-3%,8%,0.1
CCOc1ccc(CN(C)C(C)C(=O)NCCc2ccc(F)cc2)cc1 (stereo not drawn),-14%,9,1%,i,-7,-2%,3%,-0.6

# Structural class: those above containing a nitro group on carbon (2)
SMILES,PTHR1 agonist,D3 antag,MmCpn inh,Akt phos inh,DRD3 agonist,EPAC2 antag,EPAC2 agonist,CCT modulator
COc1ccc(N=C2c3ccccc3-c3ccc([N+](=O)[O-])cc32)cc1,-4%,1,.,i,-4,-10%,13%,-1.7
COc1cccc(NC(C)C(=O)Nc2cc([N+](=O)[O-])ccc2Cl)c1 (stereo not drawn),-28%,-4,-1%,i,6,-6%,17%,-1.4

# Another view of some results above:
Cc1sc2ncnc(Sc3nnnn3-c3ccccc3)c2c1C
- PTHR1 agonist: -5%[57.5 µM]
- D3 antag: 10
- MmCpn inh: 0%
- Akt phos inh: i
- DRD3 agonist: -9
- EPAC2 antag: 3%
- EPAC2 agonist: 9%
- CCT modulator: 2.9

COc1cc2ccccc2cc1C(=O)Nc1ccc(CN2CCOCC2)cc1
- PTHR1 agonist: i
- D3 antag: 6
- MmCpn inh: 1%
- Akt phos inh: i
- DRD3 agonist: 4
- EPAC2 antag: 0%
- EPAC2 agonist: 3%
- CCT modulator: -1.6
